TAG inh – reduces triacylglycerol accumulation in H9c2 cells. hit rate 0.66% among 230,000. Nile Red lipid (TAG) fluorescence; cells loaded with 200 µM oleic acid. inhibition, % at 12.5 µM. AID 651582;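 active = pattern-corrected inhibition of lipid staining of at least 50% with the nuclear-stain viability signal not falling by more than 50%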;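 also: 0% = DMSO wells and 100% = triacsin C control wells; some results filed as inactive read as strong as hits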
TAG inh DAPI viability – second read-out of TAG inh, no call of its own (marks repeat the call); DAPI nuclei signal change (viability), lower = more cytotoxic, %;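 whole-well DAPI fluorescence read on a plate reader as a viability signal; minus 50 percent equals half of cells still viable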
Active calls of the source: *.

Every second line gives: TAG inh, TAG inh DAPI viability
[1] CCN(CC(=O)Nc1ccc2c(c1)OCCO2)C(=O)CCOc1ccccc1
  4, 11
[2] O=C(Nc1cccc2c1CCCC2)C1CCN(C(=O)NC2CCCCC2)CC1
  36, -8
[3] c1csc(-c2nc3ccccn3c2NC2CCCCC2)c1
  -5, 49
[4] Cc1cc(NC(=O)CSc2nc3c(c(=O)n2CCc2ccccc2)SC(C)C3)no1 (configuration not stated)
  0, 5
[5] O=C1c2cccc3cc([N+](=O)[O-])cc(c23)C(=O)N1c1ccccc1O
  8, 1
[6] Cc1nc(-c2ccc(Cl)cc2)sc1C1(C)CC(c2cccnc2)=NO1 (configuration not stated)
  -3, -1
[7] COc1ccccc1NS(=O)(=O)c1ccc(O)c(C(=O)OCC(=O)Nc2ccccc2F)c1
  14, 5
[8] COc1cccc(/C=N/NC(=O)c2cccc3ccccc23)c1OC
  18, -7
[9] COc1ccc(-c2nnc(NC(=O)c3cc(Cl)ccc3Cl)o2)cc1
  -6, 2
[10] CN(C)c1ccc(-c2csc(C(O)c3ccccc3)n2)cc1 (configuration not stated)
  -23, 4
[11] COc1ccc(C/C(C)=N\NC(=O)c2cn(C)c3ccccc23)cc1OC
  1, -5
[12] CC(=O)Nc1nc2cc3c(cc2s1)OCO3
  -23, 0
[13] COc1ccc(-c2cc(C(=O)N(C)CC(=O)Nc3ccccc3C(F)(F)F)c3ccccc3n2)cc1OC
  23, -8
[14] S=C(NN=C1C2CC3CC(C2)CC1C3)Nc1ccccc1
  4, -13
[15] CCN(CC)c1nc2ccccc2[nH]1
  7, 4
[16] COC(=O)c1cccc(NC(=S)NC(C)C)c1
  4, -2
[17] COCC1CCN(C(=O)c2cc(COc3ccc(C)c(C)c3)on2)C1 (configuration not stated)
  5, -2
[18] O=C(COC(=O)CSc1ccc([N+](=O)[O-])cc1)NCc1cccs1
  -3, 0
[19] O=C(c1cccc(C(=O)N2CCN(Cc3ccccc3)CC2)c1)N1CCN(Cc2ccccc2)CC1
  16, -5
[20] COc1cc(/C=C/CO)cc(OC)c1O[C@@H]1O[C@H](CO)[C@@H](O)[C@H](O)[C@H]1O
  9, -11
[21] CCOC(=O)c1c(N)nn(C(=O)c2ccccc2F)c1-c1ccc(OC)cc1
  6, -2
[22] O=C(COC(=O)CCc1nc2ccccc2c(=O)[nH]1)Nc1ccc(OC(F)(F)F)cc1
  12, -11
[23] COc1ccc(CCn2c(NN)nc3c2c(=O)[nH]c(=O)n3C)cc1
  35, -22
[24] CCS(=O)(=O)Nc1ccccc1C(N)=O
  -8, -3
[25] CCCCC/S(CC1CC1(Cl)Cl)=N\S(=O)(=O)c1ccc(C)cc1 (configuration not stated)
  -2, -6
[26] Cc1ccc(S(=O)(=O)NCCC(=O)NC2CCCCC2C)cc1 (configuration not stated)
  1, 39
[27] O=[N+]([O-])c1ccc(COc2ccccc2CN2CCCC2)cc1
  -4, 0
[28] O=c1cc(-c2ccccc2)n(S(=O)(=O)c2ccc3ccccc3c2)o1
  14, -5
[29] CCN(CC(=O)Nc1c(F)cccc1F)C(=O)CCCc1cccs1
  13, 1
[30] Cc1ccncc1C(N)=O
  -2, 1
[31] COc1cccc(CN(C)C(=O)CN2C(=O)NC(c3ccccc3)(c3ccccc3)C2=O)c1OC
  31, -2
[32] Cc1ccc(S(=O)(=O)N2CCCCC2)cc1NC(=O)C1COc2ccccc2O1 (configuration not stated)
  -1, 2
[33] Cc1ccc(NC(=O)C(C)OC(=O)CSc2ccccc2)cc1 (configuration not stated)
  1, 3
[34] COC(C(=O)Nc1ccc(Cl)cc1C)c1ccccc1 (configuration not stated)
  -14, -3
[35] CN(Cc1cnn(-c2ccccc2)c1)C(=O)c1ccc(S(=O)(=O)NCc2ccco2)cc1
  7, -4
[36] Cn1c(=O)c2c(nc(NCc3ccco3)n2CC(O)CO)n(C)c1=O (configuration not stated)
  22, -8
[37] Cc1oc(-c2ccc(F)cc2)nc1CN(Cc1ccccn1)CC1CCCO1 (configuration not stated)
  -9, 10
[38] Nc1nnc2cc(Br)ccc2n1
  11, -8
[39] Cc1cc(CNC(=O)COC(=O)C2CC3CCCC(C2)C3=O)cc(C)c1O (configuration not stated)
  3, -12
[40] O=C(CCC(=O)c1ccccc1)Nc1cccnc1
  -6, 8
[41] CC1CCN(C(=O)CSc2nc3c(cnn3-c3ccccc3)c(=O)[nH]2)CC1
  11, 4
[42] COc1ccc(S(=O)(=O)Cc2ccc(C(=O)NCc3ccccn3)o2)cc1
  4, 7
[43] OCCc1ccc(-c2ccc(Cl)cc2)o1
  -35, -1
[44] COc1ccc(Br)cc1CN(C)C(=O)c1ccc2c(c1)NC(=O)C(C)S2 (configuration not stated)
  7, -5
[45] CCN(CC(=O)Nc1ccc2c(c1)OCCO2)C(=O)CN1C(=O)NC(C)(c2ccc(C)cc2)C1=O (configuration not stated)
  -8, -2
[46] CC(C)C(c1nnnn1Cc1ccc2c(c1)OCO2)N1CCN(C)CC1 (configuration not stated)
  3, -6
[47] Fc1ccc(-[n+]2nc(Nc3ccccc3)sc2-c2c(Cl)cccc2Cl)cc1
  16, 0
[48] Cc1nc(C(=O)NCC(=O)c2ccc(Cl)cc2)c(C(F)(F)F)o1
  0, 5
[49] CCN(CC)CC#CCC(O)(c1ccccc1)C1CCCCC1 (configuration not stated)
  15, 4
[50] Cc1nnc(NC(=O)CSc2ccccc2N)s1
  -2, 0
[51] Cn1c(=O)c2c(nc(Cl)n2CC(=O)NC2(C#N)CCCCC2)n(C)c1=O
  -14, 3
[52] COc1ccc(S(=O)(=O)Nc2cccc(C(C)=O)c2)cc1Br
  -4, -4
[53] O=C(C1=C[C@H](c2ccc3c(c2)OCO3)C[C@H](OCc2ccc(CO)cc2)O1)N1CCOCC1
  -11, 6
[54] CCOP(=O)(OCC)C(C#N)=C1SCN(c2ccccc2)CS1
  1, -7
[55] CC(NC(=O)c1ccco1)c1ccc(-n2ccnc2)cc1 (configuration not stated)
  1, -1
[56] Cc1ccc(-c2nnc(SCC(=O)NCCN3C(=O)CSC3=O)n2C)cc1
  -3, 4
[57] O=C(Nc1ccc(F)c(Cl)c1)C1Cc2c(-c3cccc(F)c3)ccnc2O1 (configuration not stated)
  -37, -12
[58] C/C(=N\NC(=O)c1ccc2c(c1)OCO2)c1ccc(NC(=O)CCCC(=O)O)cc1
  8, 2
[59] CCCNC(=S)Nc1ccc(Br)cc1
  3, 2
[60] Cc1ccc(S(=O)(=O)N(C)C)cc1NC(=O)COC(=O)/C=C/c1cnc2ccccc2n1
  7, -16

Going on with the list:
Every second line gives: TAG inh, TAG inh DAPI viability
[61] O=C(c1ccco1)N1CCCC(N2CCN(c3cccc(C(F)(F)F)c3)CC2)C1 (configuration not stated)
  24, -27
[62] Cc1ccc([C@@H]2[C@@H]3C(=O)N(c4ccccc4)C(=O)[C@@H]3[C@]3(C)C(=O)N(CC4CC4)CC(=O)N23)o1
  6, -1
[63] NS(=O)(=O)c1ccc(N=C2C(=O)Nc3ccccc32)cc1
  -5, -2
[64] c1ccc(CCNc2nc(-c3ccccn3)cs2)cc1
  -10, 2

From PubChem BioAssay

Not all compounds are listed (hit frequency here may not be typical).
